Assay outcomes: PubChem, The Scripps Research Institute Molecular Screening Center
TCR CD3 inh: human TCR-CD3 binding inhibition; TAMRA-labeled TCR probe fluorescence, biochemical; inhibition, % at 9.4 µM; actives 0.37% (n = 360,000); in the data active = inhibition above about 19%;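 note: recombinant mutant TCR 2C K166C tagged with TAMRA read by polarization; 0% = receptor in buffer alone and 100% = receptor with positive control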
UHRF1 MBD2 ctr: human UHRF1 methylated DNA binding inhibitors; Q96T88; UHRF1 binding to methylated oligo, TR-FRET; inhibition, % at 4.4 µM; actives 0.75% (n = 370,000); AID 687016; in the data active = inhibition above about 21%;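 note: UHRF1 SRA domain binding a hemimethylated CpG hairpin DNA probe; 0% = median of test compound wells and 100% = reference inhibitor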
TDP2 inh: blocks human TDP2 phosphodiesterase activity. O95551. inhibition, % at 12.8 µM. actives 0.34% (n = 370,000). recombinant TDP2, T5PNP hydrolysis, p-nitrophenol absorbance 415 nm;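 active = inhibition above the mean of all tested compounds plus 3 SD, set per campaign, cut at about 25% in these data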;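 note: 0% = DMSO with enzyme and 100% = buffer with substrate but no TDP2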
Target sequence (O95551 whole entry, looked up): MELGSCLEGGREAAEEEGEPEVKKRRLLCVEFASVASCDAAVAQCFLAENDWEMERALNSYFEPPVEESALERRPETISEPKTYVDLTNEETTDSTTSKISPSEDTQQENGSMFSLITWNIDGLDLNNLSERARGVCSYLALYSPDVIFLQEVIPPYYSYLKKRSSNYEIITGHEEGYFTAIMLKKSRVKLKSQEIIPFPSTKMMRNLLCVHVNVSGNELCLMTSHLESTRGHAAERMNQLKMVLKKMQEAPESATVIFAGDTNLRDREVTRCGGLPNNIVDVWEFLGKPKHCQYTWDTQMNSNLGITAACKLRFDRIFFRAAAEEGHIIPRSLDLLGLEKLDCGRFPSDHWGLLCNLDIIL
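Incubation: 2 h at 37 °C; Test system: recombinant human TDP2; Quantity: enzyme 120 nM; Read-out basis: percent inhibition; Medium: 50 mM Tris-HCl pH 7.5 with Mg2+, KCl, DTT, BSA; Repeats: single replicate; Compound: 12.8 µM single point, 1% DMSO; Signal: epi absorbance; Reagent: 5 mM T5PNP chromogenic substrate; Benchmarks: no-enzyme high, DMSO-plus-enzyme low.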
HTRA1 inhibitor: HTRA1 (human) protease inhibition; Q92743; recombinant HTRA1, FP-rhodamine activity-based probe, fluorescence polarization; inhibition, % at 5.96 µM; actives 0.5% (n = 340,000); in the data active = inhibition above about 36%;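 note: 0% = enzyme with DMSO and 100% = wells lacking enzyme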
PRMT1 FP inh: blocks human protein arginine methyltransferase 1; Q99873; AID 652257; recombinant PRMT1, activity-based probe fluorescence polarization; actives 1.3% (n = 370,000); inhibition, % at 2.79 µM;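 active = inhibition above about 21% made by adding two undisclosed values, limit read from the data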
Target sequence (Q99873 whole entry, looked up): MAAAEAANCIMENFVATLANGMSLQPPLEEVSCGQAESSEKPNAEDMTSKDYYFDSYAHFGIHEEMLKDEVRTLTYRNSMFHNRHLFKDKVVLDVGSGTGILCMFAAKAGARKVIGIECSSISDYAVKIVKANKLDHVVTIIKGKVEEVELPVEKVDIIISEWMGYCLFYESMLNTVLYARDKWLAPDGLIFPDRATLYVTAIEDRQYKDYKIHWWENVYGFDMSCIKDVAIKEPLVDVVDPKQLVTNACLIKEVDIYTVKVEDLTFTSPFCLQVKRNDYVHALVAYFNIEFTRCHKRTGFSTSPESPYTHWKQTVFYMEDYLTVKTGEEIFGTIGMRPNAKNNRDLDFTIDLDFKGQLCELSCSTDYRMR
ABHD4 inh: inhibits mouse alpha/beta hydrolase domain 4 | purified mABHD4, FP-Rh probe fluorescence polarization | inhibition, % at 8.92 µM | actives 0.54% (n = 370,000) | AID 720543;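 active = inhibition exceeding the mean over every tested compound plus 3 SD, cut at about 30% in these data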;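 note: 0% = plate median of compound wells and 100% = S159A mutant with DMSO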
Target sequence (Q8VD66 whole entry, looked up, the tested form may be a part): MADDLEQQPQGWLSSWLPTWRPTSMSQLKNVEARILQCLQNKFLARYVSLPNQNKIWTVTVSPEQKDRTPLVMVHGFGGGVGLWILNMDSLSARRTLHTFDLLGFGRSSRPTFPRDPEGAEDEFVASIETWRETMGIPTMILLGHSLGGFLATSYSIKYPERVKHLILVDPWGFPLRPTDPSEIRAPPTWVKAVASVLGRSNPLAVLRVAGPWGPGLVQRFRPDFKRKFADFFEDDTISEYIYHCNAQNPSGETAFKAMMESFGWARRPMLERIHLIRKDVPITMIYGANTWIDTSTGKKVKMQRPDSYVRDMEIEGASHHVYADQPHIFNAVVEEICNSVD
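Test system: mABHD4 protein; Read-out basis: % inhibition; Incubation: 45 min + 60 min at 25 °C; Repeats: single replicate; Technique: fluorescence polarization with parallel and perpendicular emission, 525/598 nm; Compound: 8.92 µM, single dose; Benchmarks: full inhibition S159A mutant plus DMSO, zero as sample-well median.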
Tn7 DDE FP: inhibitors of Tn7 peptide binding to human fibrin DD(E). inhibition, % at 8.3 µM. P02675. AID 720508. FP displacement of FITC-Tn7 peptide from fibrin DD(E); 0% = median of compound wells per plate. actives 0.13% (n = 370,000);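 active = inhibition above the mean of compounds falling within the control limits plus 3 SD of them, cut at about 14% in these data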;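 note: 0% = plate median of compound wells and 100% = 10 µM Aha-Tn7 peptide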
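Assay system: Fibrin-DD(E) protein isolated from polymerized human fibrin clots; read-out basis: percent inhibition; medium: Tris/NaCl/CaCl2 buffer, pH 7.8; signal: FP measurement; incubation: 10 min plus 3 h, room temperature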
SIAE primary: human SIAE inhibition, primary screen | SIAE FP-Rh probe binding, fluorescence polarization | actives 0.69% (n = 370,000) | inhibition, % at 9.66 µM | Q9HAT2 | AID 1053197;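 active = inhibition above a cutoff: mean of compounds within the control limits plus 3 SD of those, cut at about 17% in these data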;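 note: 0% = plate median of compound wells and 100% = probe without SIAE protein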
PG9 binder: binds the HIV-1 gp120 antibody PG9; TR-FRET gp120-PG9 antibody binding; inhibition, % at 6.7 µM; actives 0.43% (n = 360,000); AID 624416; in the data active = inhibition above about 8.5%
LEDGF integ inh: blocks HIV-1 LEDGF/p75-dependent DNA integration; TR-FRET IN-LEDGF/p75 DNA integration, Eu/Cy5; inhibition, % at 3.7 µM; actives 0.64% (n = 370,000);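 active = inhibition above the screen-wide mean plus 3 SD, cut at about 13% in these data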;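 note: signal is the Cy5 over europium emission ratio at 671 and 618 nm; 0% = plate median of compound wells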
* hit, by the source's call; & = joins results of further samples. Compounds were not picked by outcome; any-hit rate near 4.2%.

What do the screens show for `CC(C)C[C@H](NC(=O)c1nc[nH]c1C(=O)NCc1ccc(CNC(=O)OC(C)(C)C)cc1)C(=O)OCc1ccccc1`?
TCR CD3 inh: 0; UHRF1 MBD2 ctr: 0; TDP2 inh: -7; HTRA1 inhibitor: 10; PRMT1 FP inh: 2; ABHD4 inh: 1; Tn7 DDE FP: 1; SIAE primary: -31; PG9 binder: -1.2; LEDGF integ inh: -2

How did COc1cccc(OCc2nnc3n2N=C(c2ccccc2)C(CC(=O)O)S3)c1 (centres undefined) do in these assays?
TCR CD3 inh: -7; UHRF1 MBD2 ctr: 0; TDP2 inh: -4; HTRA1 inhibitor: -1; PRMT1 FP inh: 3; ABHD4 inh: 1; Tn7 DDE FP: -11; SIAE primary: 5; PG9 binder: -1.6; LEDGF integ inh: 0

How did CCN(CC)c1ccc(/C=C(/C#N)C(=O)NC(C)C)o1 do in these assays?
TCR CD3 inh: 6; UHRF1 MBD2 ctr: -25; TDP2 inh: 13; HTRA1 inhibitor: 3; PRMT1 FP inh: -60; ABHD4 inh: 0; Tn7 DDE FP: -18; SIAE primary: 9; PG9 binder: -17; LEDGF integ inh: -3

What do the screens show for `Nc1ccccc1N=Cc1ccc(-c2cccc(Cl)c2)o1`?
TCR CD3 inh: -1; UHRF1 MBD2 ctr: 3; TDP2 inh: -5; HTRA1 inhibitor: -38; PRMT1 FP inh: 13; ABHD4 inh: -15; Tn7 DDE FP: 7; SIAE primary: -7; PG9 binder: -0.3; LEDGF integ inh: -8

How did Cc1ccc(OCC(=O)Nc2ccc3c(c2)CCC3)c([N+](=O)[O-])n1 do in these assays?
TCR CD3 inh: 5; UHRF1 MBD2 ctr: -1; TDP2 inh: 7; HTRA1 inhibitor: -1; PRMT1 FP inh: -2; ABHD4 inh: -5; Tn7 DDE FP: 3; SIAE primary: 0; PG9 binder: -0.3; LEDGF integ inh: 0

Results for COc1cc(CNc2ccc(N3CCCCC3)cc2)ccc1OCC(=O)NC(C)(C)C ?
TCR CD3 inh: 0; UHRF1 MBD2 ctr: -3; TDP2 inh: -12; HTRA1 inhibitor: 41*; PRMT1 FP inh: -1; ABHD4 inh: 27; Tn7 DDE FP: -5; SIAE primary: 7; PG9 binder: -4.0; LEDGF integ inh: 4

What do the screens show for `CCOC(=O)/C(C#N)=C/c1ccc(OC(=O)c2ccccn2)cc1`?
TCR CD3 inh: -32; UHRF1 MBD2 ctr: -6; TDP2 inh: 2; HTRA1 inhibitor: -10; PRMT1 FP inh: 3; ABHD4 inh: -6; Tn7 DDE FP: -1; SIAE primary: -16; PG9 binder: -2.1; LEDGF integ inh: -1

What do the screens show for `O=Cc1ccccc1OS(=O)(=O)c1ccccc1`?
TCR CD3 inh: 3; UHRF1 MBD2 ctr: 3; TDP2 inh: 12; HTRA1 inhibitor: -9; PRMT1 FP inh: 1; ABHD4 inh: 0; Tn7 DDE FP: 1; SIAE primary: -5; PG9 binder: 0.2; LEDGF integ inh: 0

How did CCC(=O)C1CCCN(C(=O)CCc2nnc(C3(c4ccc(Cl)cc4)CCC3)o2)C1 (centres undefined) do in these assays?
TCR CD3 inh: 0; UHRF1 MBD2 ctr: 0; TDP2 inh: -4; HTRA1 inhibitor: 3; PRMT1 FP inh: 1; ABHD4 inh: 0; Tn7 DDE FP: -4; SIAE primary: -8; PG9 binder: -1.8; LEDGF integ inh: 0

How did CCCCCC(=O)N1CCN(CCN=CC2=C(O)CC(c3ccc(OC)c(OC)c3)CC2=O)CC1 (centres undefined) do in these assays?
TCR CD3 inh: 5&-10; UHRF1 MBD2 ctr: -1&-2; TDP2 inh: 3&5; HTRA1 inhibitor: 4&-4; PRMT1 FP inh: -1&0; ABHD4 inh: 3&-3; Tn7 DDE FP: -2&6; SIAE primary: -7&1; PG9 binder: -0.4&-1.6; LEDGF integ inh: 0&1

What do the screens show for `CC(C)[C@@H]1COC(c2cccc(C3=N[C@H](C(C)C)CO3)c2)=N1`?
TCR CD3 inh: -4; UHRF1 MBD2 ctr: 5; TDP2 inh: 11; HTRA1 inhibitor: -3; PRMT1 FP inh: 2; ABHD4 inh: 4; Tn7 DDE FP: -2; SIAE primary: 0; PG9 binder: -0.2; LEDGF integ inh: -1

Results for CCC(=O)N1CCN(c2ccc(NC(=O)c3ccc4ccccc4c3)cc2)CC1 ?
TCR CD3 inh: -1; UHRF1 MBD2 ctr: 2; TDP2 inh: -6; HTRA1 inhibitor: 8; PRMT1 FP inh: 1; ABHD4 inh: 1; Tn7 DDE FP: -3; SIAE primary: 1; PG9 binder: -1.1; LEDGF integ inh: 1

What do the screens show for `O=Cc1ccc(OCCOc2ccc([N+](=O)[O-])cc2)cc1`?
TCR CD3 inh: 4; UHRF1 MBD2 ctr: 0; TDP2 inh: -8; HTRA1 inhibitor: -9; PRMT1 FP inh: -3; ABHD4 inh: 1; Tn7 DDE FP: 3; SIAE primary: -5; PG9 binder: -0.1; LEDGF integ inh: 3

What do the screens show for `CCn1c(SCC(=O)NC(C)(C)C)nc(O)cc1=O`?
TCR CD3 inh: 1; UHRF1 MBD2 ctr: -1; TDP2 inh: -3; HTRA1 inhibitor: 8; PRMT1 FP inh: 2; ABHD4 inh: -1; Tn7 DDE FP: -2; SIAE primary: 3; PG9 binder: -0.9; LEDGF integ inh: 0

How did COCCCNC(=O)c1cccc(C(=O)NCCCOC)c1 do in these assays?
TCR CD3 inh: -2; UHRF1 MBD2 ctr: 2; TDP2 inh: 14; HTRA1 inhibitor: -2; PRMT1 FP inh: 2; ABHD4 inh: 4; Tn7 DDE FP: -7; SIAE primary: -2; PG9 binder: -0.5; LEDGF integ inh: -2

What do the screens show for `O=C(N/C(=C/c1ccc(Br)cc1)C(=O)N1CCOCC1)c1cccs1`?
TCR CD3 inh: 3; UHRF1 MBD2 ctr: -1; TDP2 inh: 2; HTRA1 inhibitor: -1; PRMT1 FP inh: -3; ABHD4 inh: -2; Tn7 DDE FP: 4; SIAE primary: -9; PG9 binder: -1.0; LEDGF integ inh: -1

How did Cc1cc(C)n2nc(C(=O)N3CCCC(N4CCN(c5ccccc5C)CC4)C3)cc2n1 (centres undefined) do in these assays?
TCR CD3 inh: 0; UHRF1 MBD2 ctr: -3; TDP2 inh: 18; HTRA1 inhibitor: 1; PRMT1 FP inh: -1; ABHD4 inh: 3; Tn7 DDE FP: -2; SIAE primary: -1; PG9 binder: -0.1; LEDGF integ inh: 2

What do the screens show for `Cc1cc(C)c(OCCCCCn2ccnc2)c(C)c1`?
TCR CD3 inh: 4; UHRF1 MBD2 ctr: -3; TDP2 inh: 10; HTRA1 inhibitor: 4; PRMT1 FP inh: 2; ABHD4 inh: 1; Tn7 DDE FP: -1; SIAE primary: 4; PG9 binder: -2.5; LEDGF integ inh: 3

How did COc1ccc(N(C(=O)c2cccc([N+](=O)[O-])c2)S(=O)(=O)c2ccc3c(c2)n(C)c(=O)n3C)cc1 do in these assays?
TCR CD3 inh: -11; UHRF1 MBD2 ctr: 3; TDP2 inh: -2; HTRA1 inhibitor: 3; PRMT1 FP inh: 4; ABHD4 inh: -7; Tn7 DDE FP: 5; SIAE primary: -4; PG9 binder: 3.1; LEDGF integ inh: 4

How did O=C(O)CC1COc2ccccc2N1C(=O)c1ccccc1Cl (centres undefined) do in these assays?
TCR CD3 inh: 5; UHRF1 MBD2 ctr: -1; TDP2 inh: -4; HTRA1 inhibitor: -1; PRMT1 FP inh: 3; ABHD4 inh: 4; Tn7 DDE FP: 5; SIAE primary: 1; PG9 binder: -1.6; LEDGF integ inh: -1

How did O=C(CN1C(=O)NC(Cc2ccccc2)C1=O)Nc1ccc(F)c(Cl)c1 (centres undefined) do in these assays?
TCR CD3 inh: 6; UHRF1 MBD2 ctr: 17; TDP2 inh: 3; HTRA1 inhibitor: -3; PRMT1 FP inh: -4; ABHD4 inh: -1; Tn7 DDE FP: 5; SIAE primary: -1; PG9 binder: 0.7; LEDGF integ inh: -1

What do the screens show for `CCOC(=O)CSc1nnc2c(n1)C1(C)CCC2C1(C)C` (centres undefined)?
TCR CD3 inh: 3; UHRF1 MBD2 ctr: -2; TDP2 inh: 4; HTRA1 inhibitor: -4; PRMT1 FP inh: -3; ABHD4 inh: 0; Tn7 DDE FP: 4; SIAE primary: 2; PG9 binder: -0.6; LEDGF integ inh: -3

Results for CC(CC(=O)Nc1ccc(Br)cc1F)S(=O)(=O)c1ccc2c(c1)NC(=O)CO2 (centres undefined) ?
TCR CD3 inh: -3; UHRF1 MBD2 ctr: 6; TDP2 inh: -13; HTRA1 inhibitor: -2; PRMT1 FP inh: 7; ABHD4 inh: -15; Tn7 DDE FP: -3; SIAE primary: -6; PG9 binder: -1.0; LEDGF integ inh: -4

Results for COc1cccc(CN2CCN(Cc3cccc(Br)c3)CC2)c1OC ?
TCR CD3 inh: 4; UHRF1 MBD2 ctr: -1; TDP2 inh: 3; HTRA1 inhibitor: -1; PRMT1 FP inh: 2; ABHD4 inh: 15; Tn7 DDE FP: -3; SIAE primary: -2; PG9 binder: -2.4; LEDGF integ inh: 3

How did COc1ccc(CCNC(=O)CCCn2c(=S)[nH]c3ccsc3c2=O)cc1OC do in these assays?
TCR CD3 inh: -6; UHRF1 MBD2 ctr: 1; TDP2 inh: -3; HTRA1 inhibitor: 0; PRMT1 FP inh: 4; ABHD4 inh: -5; Tn7 DDE FP: 6; SIAE primary: 0; PG9 binder: 1.2; LEDGF integ inh: -7

Results for CC(=O)c1cccc(NC(=O)C2CCCC2)c1 ?
TCR CD3 inh: 3; UHRF1 MBD2 ctr: -1; TDP2 inh: -15; HTRA1 inhibitor: 4; PRMT1 FP inh: -1; ABHD4 inh: -7; Tn7 DDE FP: -2; SIAE primary: -5; PG9 binder: 0.9; LEDGF integ inh: -2

How did COc1cccc(/C=N/NC(=O)CNC(=O)c2ccncc2)c1O do in these assays?
TCR CD3 inh: 1; UHRF1 MBD2 ctr: -1; TDP2 inh: -6; HTRA1 inhibitor: -4; PRMT1 FP inh: 2; ABHD4 inh: 2; Tn7 DDE FP: -1; SIAE primary: 3; PG9 binder: -0.8; LEDGF integ inh: -8

How did COCc1cc(C)nc(N2CCNCC2)c1C#N do in these assays?
TCR CD3 inh: -2; UHRF1 MBD2 ctr: 3; TDP2 inh: -5; HTRA1 inhibitor: 6; PRMT1 FP inh: 0; ABHD4 inh: -6; Tn7 DDE FP: -2; SIAE primary: 0; PG9 binder: 1.9; LEDGF integ inh: 3
